Screens from PubChem BioAssay.
PGC1a acetyl inh – PGC1a acetylation modulation, inhibitor mode; inhibition, % at 15.6 µM; AID 651687; hit rate 0.17% among 350,000; U2OS PGC1a acetylation, AlphaScreen anti-acetyl-lysine; with virally co-expressed GCN5 acetyltransferase;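 active = every replicate shows inhibition of at least 40%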;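 note: 0% = neutral control wells and 100% = positive control wells; some results beyond the cut were filed as inactive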
ERAP1 inh – inhibitors of human ERAP1 aminopeptidase | Q9NZ08 | recombinant ERAP1, Leu-AMC fluorescence, 60 min | inhibition, % at 10.7 µM | hit rate 0.15% among 340,000 | AID 652197;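 active = mean replicate inhibition of at least 30%, or all replicates individually reaching that 30% level; inactive = mean below 30% and not every replicate reaching it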;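 note: 0% = neutral control wells and 100% = L-leucinethiol positive control wells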
E-selectin induc – E-selectin induction on HUVECs; HUVEC E-selectin immunofluorescence imaging; normalized: neutral wells 0, TNF-alpha wells 100; activation, % at 7.58 µM; hit rate 0.37% among 260,000;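 active = mean E-selectin-positive cell signal at least 10% of the positive control, reached in at least 60% of replicates, without over 20% cell loss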;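 note: in these data hits start at about 27%; measured in HUVEC primary endothelial cells; signal is the percent of cells scored E-selectin positive by PE staining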
Target sequence (P16581 whole entry, looked up): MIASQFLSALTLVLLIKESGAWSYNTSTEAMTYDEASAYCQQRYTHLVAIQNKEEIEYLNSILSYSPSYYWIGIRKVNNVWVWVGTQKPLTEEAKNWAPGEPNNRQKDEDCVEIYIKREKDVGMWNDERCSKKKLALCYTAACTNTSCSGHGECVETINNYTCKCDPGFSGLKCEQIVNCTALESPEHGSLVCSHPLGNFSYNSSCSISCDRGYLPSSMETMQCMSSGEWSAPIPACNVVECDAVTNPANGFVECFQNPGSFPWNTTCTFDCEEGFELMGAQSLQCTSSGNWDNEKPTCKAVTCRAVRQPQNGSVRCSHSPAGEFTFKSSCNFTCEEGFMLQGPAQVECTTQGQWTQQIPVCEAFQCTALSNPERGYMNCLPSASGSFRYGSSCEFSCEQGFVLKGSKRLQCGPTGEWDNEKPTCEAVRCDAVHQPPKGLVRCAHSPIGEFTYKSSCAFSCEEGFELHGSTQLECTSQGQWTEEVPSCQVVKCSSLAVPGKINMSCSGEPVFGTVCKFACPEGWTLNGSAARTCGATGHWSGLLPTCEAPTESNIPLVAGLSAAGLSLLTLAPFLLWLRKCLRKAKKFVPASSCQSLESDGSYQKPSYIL
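material = human umbilical vein endothelial cells (HUVEC), E-selectin induction | quantity = 3,000 cells/well | medium = EGM-2 growth medium on 0.1% gelatin-coated wells | technique = immunofluorescence imaging | read-out basis = % PE-positive cells | control set = TNF-alpha positive control, DMSO neutral control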
RAD52 anneal inh – RAD52 (human) annealing inhibition. recombinant RAD52 DNA annealing, FRET fluorescence. AID 651710. inhibition, % at 18.7 µM. P43351. hit rate 0.46% among 360,000;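 active = every replicate showing at least 50% inhibition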
Target sequence (P43351 whole entry, looked up): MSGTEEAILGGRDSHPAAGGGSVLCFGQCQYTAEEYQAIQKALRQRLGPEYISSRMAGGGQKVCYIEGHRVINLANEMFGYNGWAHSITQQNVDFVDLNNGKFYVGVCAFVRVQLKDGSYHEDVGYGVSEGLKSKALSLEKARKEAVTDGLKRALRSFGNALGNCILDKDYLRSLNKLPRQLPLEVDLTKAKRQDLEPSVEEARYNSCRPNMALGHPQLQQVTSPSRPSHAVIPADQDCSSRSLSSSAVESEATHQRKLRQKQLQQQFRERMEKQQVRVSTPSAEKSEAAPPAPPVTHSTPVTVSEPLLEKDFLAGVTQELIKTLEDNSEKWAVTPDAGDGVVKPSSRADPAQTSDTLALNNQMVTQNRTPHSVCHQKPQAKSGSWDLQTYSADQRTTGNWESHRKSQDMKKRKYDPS
Cneo AK release – causes C. neoformans cell lysis. lysis activity, % at 15 µM. adenylate kinase release luminescence, 4 h; normalised: neutral wells 0, clomiphene wells 100. AID 651654. hit rate 0.2% among 360,000;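 active = mean lysis activity across replicates of at least 80%, whatever share of replicates individually reach that level; inactive = mean lysis activity below 80%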
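Schedule: static 4 h at 37 °C with compound, 1 h detection; system: C. neoformans cells; benchmarks: Clomiphene as positive control; buffer or medium: fresh YPD medium; measure: luminescence rise reflecting yeast cell lysis; measured by: luminescent adenylate kinase detection reagent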
RAD54 branch – blocks human RAD54 Holliday junction branch migration. hit rate 0.14% among 360,000. FAM/BHQ fluorescence. Q92698. inhibition, % at 10.4 µM;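 active = mean normalized replicate activity at least 40 and at least half of replicates scoring 40 or more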;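 note: 0% = median of neutral control wells and 100% = median of positive control wells; inhibitors cause a drop in the FAM fluorescence signal; in these data hits start at about 50%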
PglD inh – inhibitors of Campylobacter jejuni PglD acetyltransferase | purified PglD enzyme, DTNB colorimetric CoA detection | hit rate 0.098% among 360,000 | inhibition, % at 12.5 µM | AID 602405; in the data active = inhibition above about 16%, passing the limit was not always enough; note: strong numbers were not always called active
miR-122 sensor – blocks miR-122 activity in Huh7 sensor cells; Huh7 miR-122 Renilla luciferase sensor, 48 h; neutral wells = 0, positive control = 100; activation (reporter increase), % at 12.5 µM; hit rate 0.3% among 340,000; AID 602342;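 active = mean replicate activation score at least 90 and every replicate individually at or above 90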;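 note: higher luciferase means less miR-122 activity so hits act as miR-122 inhibitors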
* marks the source's active call; other numbers are inactive results; . = no result given; & = joins results of further samples; [ ] = another dose, or the depositor's remark. Rows were taken by chance; 1.4% or so of the library scored in one or more.

SMILES | PGC1a acetyl inh | ERAP1 inh | E-selectin induc | RAD52 anneal inh | Cneo AK release | RAD54 branch | PglD inh | miR-122 sensor
COc1ccccc1C(=O)N(Cc1ccc(C)o1)C1CCS(=O)(=O)C1 (stereo not given) | . | -0.5 | -0.3 | -9.3 | 1.2 | 4.4 | 1.4 | -0.8
COc1ccccc1NC(=O)N[C@H]1C=C[C@H](CC(=O)N2CCC(Cc3ccccc3)CC2)O[C@H]1CO | 7.6 | -2.5 | -0.5 | -1.5 | . | . | . | .
Cc1noc(C)c1NC(=O)N(C)C[C@H]1Oc2ccc(NC(=O)NC(C)C)cc2CC(=O)N([C@@H](C)CO)C[C@@H]1C | 4.1 | 0.4 | . | 1.3 | -0.4 | 8.5 | 3.0 | 10.7[16.7 µM]
Cc1ccc(S(=O)(=O)Nc2ccc3c(c2)CC(=O)N([C@@H](C)CO)C[C@H](C)[C@H](CN(C)S(=O)(=O)c2cccs2)O3)cc1 | -3.3 | -3.6 | -0.2 | 0.0 | 22.3 | -1.7 | 3.9 | -10.5[16.7 µM]
Cc1noc(C)c1S(=O)(=O)Nc1ccc2c(c1)C(=O)N([C@H](C)CO)C[C@H](C)[C@H](CN(C)Cc1ccc(C(F)(F)F)cc1)OCCCC[C@H](C)O2 | 9.6 | 1.5 | -0.1 | -25.1 | 22.7 | -6.0 | 9.6 | -16.6[16.7 µM]
CCN(CC)c1ccc(/C=N/n2nnnc2N)c(O)c1 | . | . | . | . | -1.6 | -8.6 | -10.2 | -6.0
COc1ccc(NC(=O)CCn2cccc2)cc1 | 8.7 | . | . | . | 6.9 | 1.6 | -1.8 | -1.9
COc1ccc(S(=O)(=O)N(C)C[C@H]2Oc3ccc(NC(=O)CCCCCC(=O)Nc4ccccc4N)cc3CC(=O)N([C@H](C)CO)C[C@@H]2C)cc1 | 9.0 | 3.1 | 0.1 | -15.2 | 40.9 | 5.5 | -2.3 | -6.9[16.7 µM]
COc1ccc(OC)c(NC(=O)Cc2c(C(=O)O)n(C)c3ccccc23)c1 | 5.6 | 1.0 | -0.2 | -3.8 | 2.1 | 4.5 | -7.9 | 0.6
CO/N=C/NC(=O)Cc1cn(-c2ncc(C(F)(F)F)cc2Cl)c2ccccc12 | 6.7 | . | . | . | -2.9 | 4.1 | 0.1 | 0.2
O=C(NCC1CCCCC1)[C@@H]1N[C@@H]2c3ccc(C4=CCCCC4)c(=O)n3C[C@@H]2[C@H]1CO | . | 0.6 | -0.1 | 1.2 | 1.4 | 0.1 | 1.2 | -1.7[16.7 µM]
CN1c2ccc(C3=CCCCC3)cc2[C@@H]2[C@@H](CCN2C(=O)Nc2cc(F)ccc2F)[C@@H]1CO | 9.3 | -2.7 | -0.2 | -3.9 | -0.7 | 7.4 | 3.7 | -7.7[16.7 µM]
CCOC(=O)[C@H]1[C@H]2COc3ccccc3[C@@H]2N2C(=O)c3cc(F)c(F)cc3NC(=O)[C@@]12C | -2.7 | -1.9 | 0.0 | -35.4 | 1.2 | 0.2 | -1.6 | -1.4
Cc1noc(C)c1NC(=O)Nc1ccc2c(c1)CC(=O)N([C@H](C)CO)C[C@@H](C)[C@@H](CN(C)Cc1ccc(Cl)c(Cl)c1)O2 | 1.1 | -1.8 | -10.5 | 10.9 | -0.3 | -19.4 | -7.0 | 4.2[16.7 µM]
Cc1nnc(NC(=O)C2CCN(S(=O)(=O)c3cc([N+](=O)[O-])ccc3Cl)CC2)o1 | -13.3 | -1.6 | -0.3 | -8.5 | -0.4 | 1.1 | 3.5 | -5.4
Cc1noc(/C=C/c2cccnc2)c1[N+](=O)[O-] | . | 1.6 | 0.0 | 8.4 | 6.0 | 7.0 | 0.1 | -1.3
COc1cc(C(=O)OCC(=O)NC(=O)NCc2ccccc2)ccc1OC(F)F | -2.2 | 3.7 | . | -0.5 | 6.2 | 0.5 | -7.4 | -6.3
CN1CCOC1c1ccc(C2OCCN2C)cc1 (stereo not given) | 10.0 | 2.4 | . | 1.2 | . | . | . | 0.7
COc1ccc(/C=N/NC(=O)c2cc(Br)ccc2O)cc1Cn1cc(Cl)cn1 | -2.0 | -2.4 | 1.0 | -14.1 | 3.9 | 4.7 | -2.0 | 3.3
CC(C)Cn1c(=O)c2c(nc3n2CCS3)n(C)c1=O | -2.8 | 5.6 | 16.7 | 2.5 | -2.8 | -1.5 | -10.3 | 10.4
COc1cccc(C(=O)Nc2cccc(C(C)=O)c2)c1 | . | -2.5 | . | -12.9 | -11.5 | 6.1 | 3.1 | 10.7
CCOc1cc(Br)c(C(=O)O)cc1OCC | 4.1 | . | . | . | 0.4 | -10.7 | -3.4 | -5.5
COc1cccc(C(=O)Nc2cccc3ccccc23)c1OC | 10.4 | -2.6 | 6.9 | -5.6 | 0.1 | -3.6 | 9.2 | 26.0
CCN(CC)CCCNc1oc(/C=C/c2ccccc2)nc1C#N | -7.8 | . | -0.1 | 7.4 | 1.4 | 1.8 | -3.6 | 7.7
Cc1cc(C(=O)COc2ccc(Br)cc2F)c(C)n1CC1CCCO1 (stereo not given) | 4.7 | 5.7 | 0.0 | -6.5 | -0.9 | 3.0 | 3.3 | 6.2
The list continues.
SMILES | PGC1a acetyl inh | ERAP1 inh | E-selectin induc | RAD52 anneal inh | Cneo AK release | RAD54 branch | PglD inh | miR-122 sensor
CC(=O)Oc1ccc(-c2csc(Nc3cccc(C)n3)n2)cc1 | . | -4.0 | . | -15.3 | -1.2 | -1.7 | -8.8 | .
Oc1c(C(c2cccs2)N2CCN(c3cccc(Cl)c3)CC2)sc2ncnn12 (stereo not given) | -25.0 | 4.5 | -0.5 | -19.2 | -0.6 | 4.3 | -2.5 | -13.5
CC(=O)N1CC2(C)CN(C(C)=O)CC(C)(C1)C2O (stereo not given) | -10.5 | . | . | . | -1.4 | -6.4 | 1.0 | -1.5
Cc1ccc(S(=O)(=O)N2CCC(C(=O)Nc3ccccc3N3CCCC3)CC2)cc1C | . | -1.5 | -0.3 | -18.3 | 0.0 | -14.1 | -7.2 | -2.4
O=C(C[C@H]1CC[C@@H]2[C@H](COC[C@H](O)CN2C(=O)c2ccncc2)O1)NCc1ccc(-c2ccccc2)cc1 | 5.4 | -2.7 | 0.0 | 16.5 | -0.1 | 4.1 | 0.0 | 38.7[16.7 µM]
CC1=NN(C(=O)c2csc(C)c2)C(O)(C(F)(F)F)C1 (stereo not given) | -1.8 | . | . | . | -1.1 | -2.4 | 0.6 | 3.6
OCC1(CO)CCCC(CO)(CO)C1O | -5.1 | -1.9 | 0.0 | 4.0 | 4.4 | -7.9 | 9.9 | -5.9
O=C(NCC1CC1)[C@@H]1[C@@H](CO)[C@@H]2Cn3c(cccc3=O)[C@@H]2N1Cc1cncnc1 | . | 2.7 | 0.1 | 7.2 | -0.5 | 7.5 | -3.4 | .
CC(CC(=O)Nc1cc(C(F)(F)F)ccc1Cl)c1ccccc1 (stereo not given) | -13.6 | . | . | . | -1.6 | -3.5 | -2.0 | -14.0
CC(=O)N1C[C@@H]2[C@H](c3ccccc31)[C@H](CO)N2C(=O)c1ccc(F)cc1 | 7.5 | 0.2 | 0.4 | -1.0 | -0.5 | 11.3 | 0.6 | 11.5[16.7 µM]
O=C(Nn1c(-c2ccccc2)nc2ccccc2c1=O)c1ccco1 | 0.5 | . | . | . | 3.7 | -3.9 | -4.2 | 1.2
C[N+](C)(C)CCN1C(=O)CSC1=O | -0.3 | 19.2 | 1.8 | -15.3 | . | . | . | .
C[C@@H]1CN([C@H](C)CO)C(=O)c2cc(NC(=O)Nc3ccc(C(F)(F)F)cc3)ccc2O[C@@H](C)CCCCO[C@@H]1CN(C)C(=O)c1ccccc1 | 18.1 | -1.1 | 0.1 | -11.7 | -6.7 | 1.2 | 0.1 | 9.8[16.7 µM]
C[C@H]1CN([C@@H](C)CO)C(=O)CCCn2cc(nn2)CO[C@@H]1CN(C)C(=O)C1CC1 | 7.8&9.2 | 0.1 | 7.8&-0.2 | -20.0&-0.9 | -3.2 | 0.1 | 0.5 | -0.5&1.5[16.7 µM]
O=C1NCCN(Cc2cccc(Oc3ccccc3)c2)C1CC(=O)N1CCCCC1 (stereo not given) | . | 2.5 | -0.7 | -32.8 | 0.7 | 3.4 | -6.7 | .
CCCNC(=O)CSc1nc(COc2ccccc2)nc2ccccc12 | -3.1 | -3.1 | -1.9 | -15.0 | . | . | . | .
Cc1cc([N+](=O)[O-])nn1CC(=O)N/N=C/c1ccc(O)cc1O | 6.1 | 8.2 | 0.1 | -4.4 | -3.6 | -23.6 | 0.4 | -8.4
CCOC(=O)c1ccc(CC(=O)c2oc3cc(O)ccc3c2C)o1 | 7.3 | 6.7 | . | -103.0 | -0.9 | -4.4 | 0.1 | 1.2
C[C@@H]1CN([C@@H](C)CO)C(=O)c2cc(C#Cc3cccnc3)cnc2O[C@H]1CN(C)C | -0.8 | -0.3 | 0.1 | 6.8 | -2.1 | 0.1 | 6.5 | 1.0[16.7 µM]
CCc1nnc(NC(=O)C2CCCN2S(=O)(=O)c2ccc(F)cc2)s1 (stereo not given) | -6.3 | . | 1.5 | . | 1.1 | 3.7 | -2.7 | -3.8
COC(=O)C1=C(C)N=C2SC(C)C(=O)N2C1c1cccc(F)c1 (stereo not given) | 14.7 | . | . | . | -4.9 | 7.3 | -3.4 | -9.5
O=C1CCCc2oc3c(c21)CCCC3 | -6.6 | 2.8 | . | 4.9 | 1.6 | -15.3 | . | -3.2
Cc1noc(C)c1NC(=O)Nc1ccc2c(c1)C(=O)N([C@H](C)CO)C[C@H](C)[C@@H](CN(C)CC1CCCCC1)OCCCC[C@@H](C)O2 | -2.1 | -0.5 | 2.4 | 5.0 | -3.3 | 7.0 | -3.0 | -5.7[16.7 µM]
O=C(Nc1cc(Cl)ccc1N1CCOCC1)c1cccnc1 | . | 2.3 | -0.1 | -0.2 | 0.7 | 1.8 | -3.5 | .
C[C@H](CO)N1C[C@H](C)[C@@H](CN(C)S(=O)(=O)c2ccccc2)Oc2ccc(NC(=O)Cc3cn(C)c4ccccc34)cc2C1=O | -3.9 | -1.1 | . | -34.1 | 7.5 | -0.2 | 10.4 | -10.4[16.7 µM]
O=C(CN(C1CCCCC1)S(=O)(=O)c1ccc(Cl)cc1)NCc1ccncc1 | -5.4 | 3.6 | . | -3.8 | 0.3 | -6.8 | -5.1 | .
CC(C)(C)c1ccc(S(=O)(=O)NC(=O)C2(C)CCN2C(=O)Cc2cc(F)ccc2F)cc1 (stereo not given) | . | 0.3 | -0.1 | -3.8 | -4.7 | -18.0 | 3.1 | .
Cn1c(=S)c2[nH]c(SCCN)nc2n(C)c1=O | -9.5 | 0.2 | 0.1 | -12.7 | 1.0 | -12.8 | 4.8 | -10.2
COc1ccc(-c2csc(N(CCCN(C)C)C(=O)c3ccc(C)cc3)n2)cc1 | -24.2 | 1.8 | . | 53.6* | 3.9 | 16.9 | -0.5 | -3.1

Record cards (already shown). Order of screens: PGC1a acetyl inh, ERAP1 inh, E-selectin induc, RAD52 anneal inh, Cneo AK release, RAD54 branch, PglD inh, miR-122 sensor
C[C@H]1CN([C@@H](C)CO)C(=O)CCCn2cc(nn2)CO[C@@H]1CN(C)C(=O)C1CC1 reads 7.8&9.2, 0.1, 7.8&-0.2, -20.0&-0.9, -3.2, 0.1, 0.5, -0.5&1.5[16.7 µM]
CC(CC(=O)Nc1cc(C(F)(F)F)ccc1Cl)c1ccccc1 (stereo not given) reads -13.6, ., ., ., -1.6, -3.5, -2.0, -14.0
CC(=O)Oc1ccc(-c2csc(Nc3cccc(C)n3)n2)cc1 reads ., -4.0, ., -15.3, -1.2, -1.7, -8.8, .
